Bioassay records (PubChem)
AMA1-RON2 inh: AMA1-RON2 (P. falciparum) interaction inhibition; AlphaScreen AMA1-biotinylated RON2 peptide binding; Potency, µM (highest dose often 58.2 µM), for inactives: top-dose activity change, negative = inhibition, hits mostly inhibitors; hit rate 0.2% among 360,000; AID 720542;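 further: potency means the concentration at half of the fitted maximal effect; 0% = vehicle wells and -100% = peptide control; nearly all actives have a fitted effect of over 45% in size; some results filed as inactive show a strong effect at the top dose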
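AMA1 (3D7) with his tag at 25 nM final met compounds first, then biotinylated RON2 peptide at 25 nM; detection used donor plus acceptor beads, 10 µg/mL apiece, read by AlphaScreen after 30 min at room temperature.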
HCMV inh: blocks human cytomegalovirus replication; HFF cells, HCMV-luciferase reporter, 72 h; stronger effect = lower value; activity change, negative = inhibition, % at 57.5 µM; hit rate 4.5% among 410,000; AID 1259415; in the data active means activity change below about -60%; inconclusive means no clear call, values can overlap the other calls; inactive means above about -39%
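Human foreskin fibroblasts infected with luciferase-reporter HCMV at MOI 1 PFU/cell, compounds at two doses. Luciferase measured 72 h post infection; normalized to buffer-only basal and Salinomycin (10uM) controls.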
AmpC detergent: inhibitors of E. coli AmpC beta-lactamase with detergent; AID 485294; hit rate 0.041% among 370,000; P00811; Potency, µM (series often up to 114 µM), without a hit: at the highest dose activity change, negative = inhibition, usual class: inhibitors; AmpC hydrolysis of nitrocefin, absorbance 480 nm, 0.01% Triton;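 further: potency means the concentration at half of the fitted maximal effect; 0% = no-compound wells and -100% = no-enzyme wells; nearly all actives have a fitted effect of over 25% in size; some results filed as inactive show a strong effect at the top dose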
Target sequence (P00811 whole entry, looked up): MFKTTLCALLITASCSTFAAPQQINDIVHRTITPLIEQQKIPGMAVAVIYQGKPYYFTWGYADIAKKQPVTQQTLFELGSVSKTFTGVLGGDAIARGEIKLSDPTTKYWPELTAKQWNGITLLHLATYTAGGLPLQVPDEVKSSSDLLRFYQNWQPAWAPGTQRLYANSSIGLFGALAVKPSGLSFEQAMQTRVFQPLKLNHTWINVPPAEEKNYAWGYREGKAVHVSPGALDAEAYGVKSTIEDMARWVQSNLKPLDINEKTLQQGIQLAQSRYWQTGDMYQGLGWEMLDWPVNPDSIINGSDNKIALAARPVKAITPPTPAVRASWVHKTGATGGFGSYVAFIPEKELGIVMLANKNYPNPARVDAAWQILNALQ
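AmpC (5.3 nM in the dispensed reagent) in 20 mM phosphate pH 7.0 with 0.01% (detergent screen) or 0.0001% Triton X-100 was preincubated with compounds for 15 min at room temperature. Nitrocefin was then added from an 800 uM solution, and hydrolysis was followed at 480 nm.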
TbPYK inhibitor: inhibitors of Trypanosoma brucei pyruvate kinase | Q57TT1 | TbPYK enzyme, Kinase-Glo Plus ATP luminescence, 45 min | Potency, µM (doses to about 76.8 µM), inactives show top-dose activity, negative = inhibition, most hits filed as inhibitors | hit rate 0.12% among 410,000; further: potency means the concentration at half of the fitted maximal effect; nearly all actives have a fitted effect of over 50% in size
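Screened from lowest to highest concentration, compounds were pinned into TbPYK/substrate mixtures, and ADP (130 uM final) was added. Plates sat at room temperature for 45 min prior to Kinase-Glo Plus detection by luminescence.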
LmPK inh: inhibitors of Leishmania mexicana pyruvate kinase | Potency, µM (titrated, usually from 57.5 µM), without a hit: at the highest dose activity change, negative = inhibition, most hits filed as inhibitors | Q27686 | hit rate 0.37% among 290,000 | AID 1721 | purified LmPK, Kinase-Glo ATP luminescence, 1 h; further: potency means the concentration at half of the fitted maximal effect
Target sequence (Q27686 whole entry, looked up): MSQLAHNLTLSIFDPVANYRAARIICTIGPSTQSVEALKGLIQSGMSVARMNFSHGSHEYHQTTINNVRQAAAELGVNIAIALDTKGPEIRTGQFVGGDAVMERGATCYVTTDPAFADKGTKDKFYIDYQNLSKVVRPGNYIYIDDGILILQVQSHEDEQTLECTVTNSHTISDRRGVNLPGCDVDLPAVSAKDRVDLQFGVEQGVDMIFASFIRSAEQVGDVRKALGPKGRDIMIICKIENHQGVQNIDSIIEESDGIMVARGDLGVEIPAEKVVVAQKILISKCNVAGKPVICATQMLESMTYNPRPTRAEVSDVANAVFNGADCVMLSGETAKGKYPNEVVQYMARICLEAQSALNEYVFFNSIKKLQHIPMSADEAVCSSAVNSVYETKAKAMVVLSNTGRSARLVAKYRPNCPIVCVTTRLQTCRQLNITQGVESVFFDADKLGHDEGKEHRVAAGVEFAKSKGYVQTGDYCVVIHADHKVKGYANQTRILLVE
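Purified LmPK (0.1 nM) converted ADP (0.1 mM) to ATP with PEP (0.5 mM) in imidazole buffer pH 7.2 with KCl and MgCl2, 1 h at room temperature. ATP was read by Kinase-Glo luminescence; data normalized to uninhibited and no-enzyme controls.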
AmpC no deterg: AmpC beta-lactamase inhibition without detergent. AmpC nitrocefin hydrolysis, absorbance 480 nm, 0.0001% Triton. P00811. hit rate 0.52% among 330,000. Potency, µM (doses to about 57.1 µM), inactives show at the top dose activity change, negative = inhibition, most hits filed as inhibitors. AID 485341;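 further: potency means the concentration at half of the fitted maximal effect; plate controls were no compound for no effect and no enzyme for full effect; nearly all actives have a fitted effect of over 20% in size; some results filed as inactive show a strong effect at the top dose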
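20 mM phosphate pH 7.0 + 0.01% (detergent screen) or 0.0001% Triton X-100; 5.3 nM AmpC reagent; cpd preinc 15 min RT; nitrocefin (800 uM stock) to start; A480 q20 s × 4 min; Activity was normalised to no-enzyme and no-compound control wells.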
HCV inh: inhibitors of hepatitis C virus infection; Huh7.5.1 HCVcc-Cre infection, luciferase reporter, 44 h; Potency, µM (highest dose often 41.8 µM), without a hit: top-dose activity change, negative = inhibition, hits mostly inhibitors; hit rate 3.4% among 340,000; further: potency means the concentration at half of the fitted maximal effect
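Antiviral activity was scored by luciferase reporter output from cells infected with HCVcc-Cre (~0.5 moi) in presence of compound, 44 h infection period, cells seeded 1,000/well 4 h prior.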
Numbers without * were called inactive; ? = inconclusive; / = not tested or not shown; ! = not confirmed by another sample; [ ] = dose if it differs, or a comment. Unless noted, the call rests on the fitted dose curve; in most records, active means well fitted curve in the direction sought with a large enough effect; inconclusive means small, poorly fitted or top-dose-only effect, or another doubt; inactive means no such curve, though single readings can be large; an effect the other way counts as inactive or inconclusive. Unless noted, on the % scale 0 is the no-effect control and ±100 the full control effect.

Results follow in this order: AmpC detergent | AMA1-RON2 inh | HCMV inh | TbPYK inhibitor | HCV inh | LmPK inh | AmpC no deterg
- CCOc1ccc(NC(=O)CSc2nc3ccccc3c(=O)n2CCCC(=O)N2CCCC2)cc1
  -2.2% | -2.5% | -3.1 | / | ? | 5.7% | -3.7%
- CCN(CC)CCCn1c2c(c(SCC(=O)Nc3cc(C)on3)nc1=O)CCC2
  -13.9% | -4.8% | -1.9 | 1.2% | -12.4% | / | 6.9%
- Cc1[nH]nc(SCC(=O)NCC(C)C)c1[N+](=O)[O-]
  6.1% | -2.8% | -27.0 | -17.1% | 22.7% | -1.4% | -14.7%
- Cc1c(C=O)c(C=O)c(C)n1Cc1ccccc1
  5.7% | 21.3% | -80.7* | -1.0% | ? | -0.6% | -16.9%
- Cc1ccc(S(=O)(=O)NCC2CCC(C(=O)NCc3ccc(F)cc3)CC2)cc1 (stereo not drawn)
  21.1% | / | 0.0 | -2.1%[15.4 µM] | / | / | /
- CC(=O)c1ccc(NC(=O)Cn2c(=O)n(Cc3ccco3)c(=O)c3sc4ccccc4c32)cc1
  24.0% | / | ? | -4.9% | / | / | /
- CN1CCCN(C(=O)C2CCC(C(=O)N3CCCN(C)CC3)CC2)CC1 (stereo not drawn)
  -7.4% | 18.8% | -4.9 | 5.3% | -1.2% | -2.1% | -14.3%
- Cn1c(=O)[nH]c(=O)c2c1nc(SCC(N)=O)n2Cc1cccc(Br)c1
  -11.1% | 4.8% | 142.8 | -14.1% | -20.3% | -1.5% | -0.7%
- O=C(c1ccc2c(=O)n3c(nc2c1)CCCCC3)N1CCN(C(c2ccccc2)c2ccccc2)CC1
  -0.7% | 3.2% | -65.5* | -5.0% | ? | 10.5% | 139.8%[activator]
- O=C(COc1ccccc1)N=C1SC2CS(=O)(=O)CC2N1c1ccc(F)cc1 (stereo not drawn)
  ? | 0.0% | -21.3 | 27.7% | 4.6% | 0.0% | -10.2%
- O=C(CCSCc1ccc(Cl)cc1)NCc1cccs1
  ? | 1.3% | -7.1 | -4.3% | 26.8% | -1.0% | -34.0%
- COc1ccc(Cc2nc3ccccc3n2CC(=O)N/N=C/c2ccccc2)cc1OC
  -10.6% | -9.0% | -19.6 | 5.4% | 11.4% | 1.0% | -6.4%
- COc1ccc(-c2csc3ncnc(N4CCN(c5ccccc5O)CC4)c23)cc1
  4.8% | -2.1% | / | 0.3% | ? | -9.9% | 99.8%[activator]
- COc1cc(OC)cc(C(=O)Nc2cc(C)nn2-c2ccccc2)c1
  -4.4% | -23.5% | -21.7 | 2.2% | -28.2% | 8.8% | 1.0%
- O=C(O)C1=CCCN(CCON=C(c2ccccc2)c2ccccc2)C1
  -3.4% | -2.8% | ? | 0.8% | 7.8% | / | -17.0%
- CNS(=O)(=O)c1cc(-c2nnc(Nc3cc(C)ccc3C)c3ccccc23)ccc1C
  1.0% | / | -77.9* | -1.0% | / | / | /
- Cc1ccc(S(=O)(=O)Nc2cc(S(=O)(=O)N3CCCCC3)ccc2N2CCOCC2)cc1
  -15.4% | -18.5% | -27.9 | -1.5% | -11.3% | 1.1% | -13.5%
- CSCC(C)N1CCC(n2nccc2NC(=O)CCc2ccccc2)CC1 (stereo not drawn)
  -8.9% | 5.3% | 15.5 | 0.0% | 9.2% | -9.4% | -31.2%
- COc1ccc(Cl)cc1S(=O)(=O)N(C)CC(=O)NCc1ccc2c(c1)OCO2
  1.7% | -2.3% | 32.6 | 0.6% | 22.9% | 0.9% | 12.2%
- O/N=C1\CCCc2c1nc(-c1ccccc1F)n2O
  1.4% | 21.2% | -4.5 | -4.9% | 8.7% | -7.9% | -6.0%
- CCC(C)NC(=O)C1CCN(S(=O)(=O)c2ccc3c(ccn3CC)c2)CC1 (stereo not drawn)
  9.9% | / | 8.0 | 2.8% | / | / | /
- Cc1ccc(S(=O)(=O)N2CCOCC2)cc1NC(=O)c1cc2ccccc2oc1=O
  / | 1.4% | -101.4* | 8.7% | 8.4% | / | -12.3%
- O=c1[nH][nH]c2c1[C@H](c1ccc(Cl)cc1)O[C@H](C1CC1)C2
  / | 63.6%[activator] | -23.1 | -7.2% | / | / | /
- CCC(C)NC(=O)CN1C(=O)CC(C)(C)S(=O)(=O)c2ccccc21 (stereo not drawn)
  -11.2% | -2.7% | 1.2 | -0.5% | 9.5% | 0.9% | -11.5%
- Cc1cnc(CN(C)Cc2nc(Cc3cccc(C(F)(F)F)c3)no2)[nH]1
  8.5% | 3.8% | -18.8 | -0.1% | -38.8% | 2.2% | 38.1%
- CCc1cccc(NC(=O)C2CCN(S(=O)(=O)c3ccc4c(c3)CC(C)N4C(C)=O)CC2)c1 (stereo not drawn)
  ? | -2.1% | -85.1* | -2.5% | ? | -4.3% | 22.1%
- CC(C)(C)c1nc(SCC(=O)Nc2ccc(N3CCOCC3)cc2)c2ccccc2n1
  ? | -8.7% | ? | 4.0% | -21.2% | 4.7% | 6.0%
- COCCNC(=O)c1ccc(CSCc2cccc(Cl)c2)o1
  -11.3% | 1.5% | 3.5 | -1.5% | -2.6% | -0.1% | 9.4%
- Cc1cc(C)c(NC2=NCCCS2)c(C)c1
  -0.1% | 0.0% | -9.1 | 3.6% | 18.4% | 5.5% | -12.0%
- Cc1cc(C)cc(NC(=O)c2cccc(NC(=O)C3C4CC5OC(=O)C3C5C4)c2)c1 (stereo not drawn)
  5.1% | 4.7% | 10.9 | -4.3% | ? | 4.6% | -0.2%

Continued (seven carried over from the part before).
Results follow in this order: AmpC detergent | AMA1-RON2 inh | HCMV inh | TbPYK inhibitor | HCV inh | LmPK inh | AmpC no deterg
- CCC(C)NC(=O)CN1C(=O)CC(C)(C)S(=O)(=O)c2ccccc21 (stereo not drawn)
  -11.2% | -2.7% | 1.2 | -0.5% | 9.5% | 0.9% | -11.5%
- Cc1cnc(CN(C)Cc2nc(Cc3cccc(C(F)(F)F)c3)no2)[nH]1
  8.5% | 3.8% | -18.8 | -0.1% | -38.8% | 2.2% | 38.1%
- CCc1cccc(NC(=O)C2CCN(S(=O)(=O)c3ccc4c(c3)CC(C)N4C(C)=O)CC2)c1 (stereo not drawn)
  ? | -2.1% | -85.1* | -2.5% | ? | -4.3% | 22.1%
- CC(C)(C)c1nc(SCC(=O)Nc2ccc(N3CCOCC3)cc2)c2ccccc2n1
  ? | -8.7% | ? | 4.0% | -21.2% | 4.7% | 6.0%
- COCCNC(=O)c1ccc(CSCc2cccc(Cl)c2)o1
  -11.3% | 1.5% | 3.5 | -1.5% | -2.6% | -0.1% | 9.4%
- Cc1cc(C)c(NC2=NCCCS2)c(C)c1
  -0.1% | 0.0% | -9.1 | 3.6% | 18.4% | 5.5% | -12.0%
- Cc1cc(C)cc(NC(=O)c2cccc(NC(=O)C3C4CC5OC(=O)C3C5C4)c2)c1 (stereo not drawn)
  5.1% | 4.7% | 10.9 | -4.3% | ? | 4.6% | -0.2%
- CC(C)(C)N(Cc1ccccc1)C(=O)CCc1ccccc1
  -4.5% | 7.7% | ? | 1.2% | 4.4% | 0.5% | 27.6%
- CC#C[C@]1(O)CC[C@H]2[C@@H]3CCC4=CC(=O)CCC4=C3[C@@H](c3ccc(N(C)C)cc3)C[C@@]21C
  -7.0% | ? | 113.7 | ? | 35.5µM*! | -3.0% | 82.1%[activator]
- C=C(C)CNC(=S)NNC(=O)CCn1c2ccccc2c2ccccc21
  -12.5% | 45.1%[activator] | -38.7 | -10.3% | -13.2% | 2.5% | -8.0%
- CCN(CC)C(=O)C1=C(C)N(Cc2ccc(OC)cc2)C(=O)C(CC(=O)NCC2CCCCC2)C1 (stereo not drawn)
  / | 7.6% | 15.0 | 0.6% | / | / | /
- Cc1ccc(-c2noc(-c3ccccc3NC(=O)c3ccccc3)n2)cc1
  26.1% | / | 79.4 | -5.9% | / | / | /
- Cn1c(SCc2nc3ccccc3s2)nnc1-c1cccs1
  -9.1% | -7.8% | 7.9 | -12.8% | 7.1% | -0.4% | -18.1%
- Oc1ccc(-c2csc(-c3c[nH]c4ccccc34)n2)c(O)c1
  -7.9% | 2.0%[11.6 µM] | 168.0 | -5.0% | ? | 2.4% | -26.7%
- CCOc1ccc(CCNC(=O)C2CCN(S(=O)(=O)N3CCOCC3)CC2)cc1OCC
  -14.8% | 3.8% | 25.2 | 2.2% | -8.0% | -1.4% | 28.6%
- COc1ccc([C@H]2CC(=O)C=C(c3cccc(Cl)c3)C2)cc1
  -0.4% | -5.2% | -0.9 | -5.6% | -9.1% | / | -11.4%
- O=C(COc1ccc(F)cc1)N(c1ccccn1)C1CCCCC1
  ? | -11.5% | -6.3 | -8.7% | 13.0% | -3.4% | -13.2%
- COc1ccc(CCC(=O)Nc2nccs2)cc1OC
  3.4% | -16.0% | 1.9 | -2.3% | 27.6% | 2.6% | -8.0%
- Cc1ccc(Cl)cc1NC(=O)Cn1c(C)csc1=O
  -7.2% | -1.3% | -1.1 | -0.2% | -3.6% | / | -15.4%
- COC(=O)N/N=C(\C)c1ccc(Br)cc1
  -0.8% | 3.1% | 40.1 | -2.4% | -5.0% | -0.9% | 0.8%
- COc1ccc(Cc2nnc(Nc3ccccc3OC)[nH]c2=O)cc1
  0.1% | -6.8% | -23.9 | -14.7% | 2.82µM* | 2.1% | -27.1%
- O=C(O)c1ccc(NS(=O)(=O)c2ccc3c(c2)OCCCO3)cc1
  0.6% | -1.5% | -2.8 | 1.3% | 13.5% | 10.4% | -9.4%
- CCC1CN(C(=O)N2CCC(C(=O)NCc3ccc(F)cc3)CC2)c2ccccc2O1 (stereo not drawn)
  -0.9% | -7.1% | 2.2 | 5.6% | -29.4% | -8.9% | 152.2%[activator]
- O=C(CSc1n[nH]c(=O)n1C1CC1)NCc1ccccc1Cl
  -6.5% | -2.8% | -17.9 | -1.2% | -9.3% | 7.2% | -18.0%
- COc1cc(/C=N/NC(=O)CCn2nc(C)cc2C)ccc1O
  -10.3% | 6.6% | 5.6 | 0.7% | 18.0% | -4.6% | -11.7%
- COc1cc(NC(=O)c2ccc(N3CC4CC(C3)c3cccc(=O)n3C4)c(NC(=O)c3ccncc3)c2)cc(OC)c1OC (stereo not drawn)
  -13.3% | -2.7% | 34.4 | 1.5% | -10.5% | -5.5% | 139.2%[activator]
